# From PubChem BioAssay
# LYPLA2 counter – LYPLA2 inhibitors, primary screen, counter-screen for PME1 inhibitor project, biochemical, fluorescence polarization, FP-Rh probe ABPP; AID 2177, 2009; inhibition, % at 5.9 µM; recombinant LYPLA2; 320,000 tested, 0.38% active; Acyl-protein thioesterase 2 (Homo sapiens), O95372;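 active means inhibition above the screen-wide mean plus 3 SD, limit set per campaign, cut at about 26% in these data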;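 further: 0% = LYPLA2 with DMSO and 100% = wells lacking LYPLA2 enzyme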
# Target sequence (O95372 whole entry, looked up): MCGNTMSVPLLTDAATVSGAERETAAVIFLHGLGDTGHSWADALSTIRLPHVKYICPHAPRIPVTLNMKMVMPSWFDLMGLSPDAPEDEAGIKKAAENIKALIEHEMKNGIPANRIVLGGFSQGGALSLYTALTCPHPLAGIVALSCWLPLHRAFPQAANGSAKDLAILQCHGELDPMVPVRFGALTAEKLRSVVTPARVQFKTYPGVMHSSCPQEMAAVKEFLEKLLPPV
# PREPL inhibitor – PREPL enzyme inhibitors, primary screen, biochemical, fluorescence polarization. 320,000 tested, 0.68% active. AID 2751, 2010. inhibition, % at 5.96 µM. recombinant PREPL, fluorescence polarization activity-based probe; in the data active means inhibition above about 43%;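 further: 0% = enzyme with DMSO and 100% = wells lacking enzyme; many of its hits are not listed in these tables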
# PAFAH1B3 FP inh – PAFAH1B3 enzyme inhibitors, primary screen, biochemical, fluorescence polarization, human | inhibition, % at 3.39 µM | Platelet-activating factor acetylhydrolase IB subunit alpha1 (Homo sapiens), Q15102 | recombinant PAFAH1B3, FP-rhodamine probe | AID 492972, 2010 | 340,000 tested, 0.28% active;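 active means inhibition above the screen-wide average of all tested compounds plus 3 SD, cut at about 25% in these data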;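 further: 0% = enzyme with DMSO only and 100% = wells lacking PAFAH1B3 protein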
# Target sequence (Q15102 whole entry, looked up): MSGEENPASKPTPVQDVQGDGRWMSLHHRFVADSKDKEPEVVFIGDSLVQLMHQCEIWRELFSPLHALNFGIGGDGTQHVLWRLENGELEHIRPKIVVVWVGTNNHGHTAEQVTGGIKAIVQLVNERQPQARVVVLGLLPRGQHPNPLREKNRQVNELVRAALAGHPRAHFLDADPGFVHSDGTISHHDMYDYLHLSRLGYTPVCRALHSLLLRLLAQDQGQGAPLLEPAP
# LYPLA1 counter – LYPLA1 inhibitors, primary screen, counter-screen for PME1 inhibitor project, biochemical, fluorescence polarization, FP-Rh probe ABPP | Acyl-protein thioesterase 1 (Homo sapiens), O75608 | recombinant LYPLA1 | inhibition, % at 5.9 µM | 320,000 tested, 0.16% active;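 active means inhibition above the mean of all tested compounds plus 3 SD, set per campaign, cut at about 14% in these data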;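 further: inhibitors block serine hydrolase probe labeling of LYPLA1 so polarization falls; 0% = enzyme with DMSO and 100% = wells lacking LYPLA1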
# Target sequence (O75608 whole entry, looked up): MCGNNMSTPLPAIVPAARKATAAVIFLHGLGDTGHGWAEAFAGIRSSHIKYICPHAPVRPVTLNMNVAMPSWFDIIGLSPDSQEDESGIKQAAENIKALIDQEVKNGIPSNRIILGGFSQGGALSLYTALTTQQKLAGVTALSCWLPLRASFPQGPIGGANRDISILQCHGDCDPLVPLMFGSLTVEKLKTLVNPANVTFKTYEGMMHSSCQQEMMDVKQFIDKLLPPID
# GSTO1 inh – inhibitors of recombinant GSTO1, primary screen, counter-screen for RBBP9 inhibitor project, biochemical, fluorescence polarization. 300,000 tested, 1.1% active. inhibition, % at 5.96 µM. activity-based probe fluorescence polarization. AID 1974, 2009;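 active means inhibition above the campaign mean inhibition plus 3 SD, cut at about 35% in these data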;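 further: 0% = GSTO1-1 with DMSO and 100% = wells lacking GSTO1-1 enzyme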
# ZTA DNA inh – counter-screen for EBNA-1 inhibitors: inhibitors of Epstein-Barr virus ZTA | P03206 | ZTA-DNA binding, fluorescence polarization | inhibition, % at 11 µM | 320,000 tested, 0.15% active; in the data active means inhibition above about 33%
# Target sequence (P03206 whole entry, looked up): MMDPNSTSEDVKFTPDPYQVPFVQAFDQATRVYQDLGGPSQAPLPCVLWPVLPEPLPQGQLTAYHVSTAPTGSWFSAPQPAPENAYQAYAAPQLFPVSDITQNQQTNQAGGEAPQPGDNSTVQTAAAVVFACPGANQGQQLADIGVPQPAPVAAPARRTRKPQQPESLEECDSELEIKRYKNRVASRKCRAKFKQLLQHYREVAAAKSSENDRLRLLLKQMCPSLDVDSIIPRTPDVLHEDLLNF
# EBNA-1 inhibitor – EBNA-1 DNA-binding inhibitors, primary screen, biochemical, fluorescence polarization. inhibition, % at 14.8 µM. 300,000 tested, 0.34% active. AID 1950, 2009; in the data active means inhibition above about 28%
# PAD4 inh – human PAD4 inhibitors, primary screen, biochemical, fluorescence polarization, 1536-well format | Protein-arginine deiminase type-4 (Homo sapiens), Q9UM07 | recombinant PAD4, RCA probe fluorescence polarization | inhibition, % at 6.36 µM | 330,000 tested, 0.41% active;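 active means percent inhibition above a cutoff equal to the mean of all tested compounds plus 3 SD, cut at about 15% in these data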;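 further: 0% = PAD4 with RCA probe and DMSO and 100% = probe without PAD4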
# PAFAH2 inh – PAFAH2 enzyme inhibitors, primary screen, biochemical, fluorescence polarization, human. Platelet-activating factor acetylhydrolase 2, cytoplasmic (Homo sapiens), Q99487. recombinant PAFAH2, FP-rhodamine activity probe. inhibition, % at 3.39 µM. 340,000 tested, 0.99% active. AID 492956, 2010;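 active means inhibition above the mean over all tested compounds plus 3 SD, cut at about 30% in these data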;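 further: inhibitors block probe labeling of enzyme so polarization drops; 0% = enzyme with DMSO and 100% = wells lacking PAFAH2 protein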
# Active calls of the source: *; · = no result given. A portion of the library; count on the stated rates, not on these rows.
SMILES,LYPLA2 counter,PREPL inhibitor,PAFAH1B3 FP inh,LYPLA1 counter,GSTO1 inh,ZTA DNA inh,EBNA-1 inhibitor,PAD4 inh,PAFAH2 inh
CCSc1ccc(C(=O)Nc2ccc(Br)cn2)cc1[N+](=O)[O-],1,3,5,0,7,10,-2,-2,4
Nc1ncnc2c1ncn2[C@@H]1O[C@H](CNS(=O)(=O)CCCCl)[C@@H](O)[C@H]1O,·,-3,7,·,·,·,·,-1,-1
COc1cc2ncnc(NCc3cccc(Cl)c3)c2cc1OC,0,9,5,-1,-2,-13,-11,-3,-5
O=C(CCn1c2c(c3ccccc31)CCCC2)NNC(=O)c1ccc([N+](=O)[O-])cc1,9,13,8,-2,3,-3,7,2,-6
Cc1ccc(CN2C(=O)CCC2C(=O)NC2CC2)cc1 (stereo not drawn),-1,13,0,-4,-10,1,-11,2,0
COc1ccc(N2CCN(C(=O)c3ccc(C)cc3Cl)CC2)cc1,-2,11,-1,2,4,1,1,-1,6
CN(C)C=NC(=O)c1ccc([N+](=O)[O-])c(CS(=O)(=O)c2ccc(Cl)cc2)c1,7,7,-1,4,7,-7,0,-6,-5
Cc1cc(C)c2c(CC(=O)O)coc2c1,5,-3,4,2,-3,0,-9,1,5
COCCCNC(=S)N/N=C/c1ccc(O)cc1,-10,12,1,1,-2,-7,-5,0,-3
Cc1occc1C(=O)Nc1ccc2c(c1)OCO2,0,15,5,-1,8,-1,-8,3,1
Cc1cc(OCC(=O)OCC(=O)Nc2ccc(Cl)cn2)ccc1Cl,-1,6,8,1,·,-8,·,-3,4
CCCCCCNC(=O)Cc1ccc(Br)cc1,-5,-9,4,2,-4,13,-2,-4,8
CC(=O)c1ccc(NC(=S)NNC(=O)c2ccccc2[N+](=O)[O-])cc1,4,7,12,0,2,5,3,-2,-6
CCC(=O)NC(=S)Nc1ccc(NC(=O)c2ccco2)c(Cl)c1,-11,0,·,-3,2,-9,1,-1,·
CC(=O)C1=C(c2ccccc2)NC(=O)NC1c1ccc(O)c(O)c1 (stereo not drawn),-9,1,9,-3,37*,14,10,-4,13
CC(=O)Nc1ccc(S(=O)(=O)Nc2cc(C)c(-n3nc4ccccc4n3)cc2O)cc1,-21,-48,6,-14,0,14,17,-2,-10
COC(=O)CCSC(=S)N1CCOCC1,7,-5,-3,-1,-4,-3,-2,-1,-7
CCCc1nc(SCC(=O)Nc2cc(C)on2)c2ccccc2n1,7,7,2,0,2,3,1,13,-1
Cn1nccc1NC(=O)Nc1ccccc1,-4,2,8,-2,2,3,-6,-2,-5
COc1ccc(N2CCN(C(=O)CCc3nnc4ccc(N5CCCC5)nn34)CC2)cc1,5,8,11,0,2,-15,-19,-1,7
O=C(Nc1nccs1)[C@@H]1CC=C[C@@H]2CCN(Cc3ccccc3)C(=O)[C@@H]21,-8,-4,0,-2,-3,2,-14,1,-4
Cc1cccc(NS(=O)(=O)c2nnc(NC(=O)c3ccc(Cl)cc3)s2)c1,4,2,-1,-4,-41,3,-5,4,19
Cc1ccc2cc(C)c3nnc(SCC(=O)N4CCCc5ccccc54)n3c2c1C,1,4,·,3,-4,5,-1,1,·
O=C(NCCc1ccc(Cl)cc1)c1cnc2n(c1=O)CCS2,0,-1,-10,-1,4,-3,4,4,9
COC(=O)c1c(NC(=O)Cc2ccccc2)sc2c1CC(C)(C)NC2(C)C,-1,39,10,-1,4,-1,-2,1,16
O=S(=O)(Nc1ccccc1O)c1ccc(Cl)nc1,9,3,2,6,15,-1,-12,-2,1
CCCCc1ccc(S(N)(=O)=O)cc1,2,0,-2,-4,8,1,3,-1,-1
CCc1ccc(C(=O)CSc2nc3cc(S(=O)(=O)N4CCOCC4)ccc3n2CC)cc1,5,23,5,1,36*,-3,3,0,-1
CC(N)C(=O)NC(C(=O)N1CCCC1C(=O)NC(c1ccccc1)c1ccccc1)C(C)C (stereo not drawn),0,13,-1,0,·,-11,·,1,-1
COC(=O)C(NC(=O)c1ccc(Cl)cc1)(Nc1nc(C)cs1)C(F)(F)F (stereo not drawn),2,-8,7,-3,-4,-1,-3,0,-5
N#Cc1cccc(NC(=O)CCC2CCCC2)c1,5,1,1,-1,-8,-5,5,0,-4
COc1cccc(C#Cc2c(CO)[nH]c3ccccc23)c1,-1,20,10,1,·,10,·,-5,-1
COc1ccccc1C(=O)N/C(=C\c1cn(S(=O)(=O)N(C)C)c2ccccc12)C(=O)N1CCCC1,5,-9,5,2,-6,-4,-7,5,-1
Cc1ccc(NC(=O)CSc2nnc(COc3ccccc3C)o2)cc1,1,-6,7,-1,5,9,12,0,-2
C[C@H](NC(=O)C1CC(=O)N(c2ccc3c(c2)OCCO3)C1)C(=O)N1CCCCC1 (stereo partly drawn),14,7,-2,4,3,-34,-8,-3,0
CCN1CCc2c(C#N)c(N3CCCCC3)nc(N3CCOCC3)c2C1,1,2,-1,-1,-6,2,-7,-2,-8
CC1(C)CC(NC(=O)C(Cl)(Cl)Cl)CC(C)(C)N1,-5,1,7,-4,2,7,4,-1,-4
O=C(N/C(=C\c1ccc([N+](=O)[O-])cc1)C(=O)N1CCCCC1)c1ccccc1Br,6,14,5,2,0,-28,-4,-3,9
CC(=O)c1ccc(OCC(=O)NC2CCCCCC2)cc1,5,2,-3,3,·,8,·,2,-3
Cc1ccc(C)n1-c1ccc2c(c1)COC2=O,5,8,·,4,0,4,9,-1,·
COc1ccc(C(=O)C2CCCN(S(=O)(=O)c3cccc(C)c3)C2)c(C)c1 (stereo not drawn),-2,14,3,-2,1,1,-3,4,-1
Cc1c(NS(=O)(=O)c2ccc3nc(COc4ccccc4Cl)[nH]c3c2)c(=O)n(-c2ccccc2)n1C,1,15,4,-6,-15,21,7,-3,3
CC(=O)N1Cc2ccccc2C(C)CC12CCCC2 (stereo not drawn),6,-6,1,4,4,-12,-4,-4,5
O=C(Nc1ccc(Cl)cc1)/C(=C1\CCCN1)[N+](=O)[O-],7,-6,2,2,11,1,-2,5,-3
O=C(c1cc(C(=O)c2ccco2)cc(C(=O)c2ccco2)c1)c1ccco1,2,11,0,-1,4,-17,14,-1,-9
COc1ccc(CN(Cc2cccnc2)C(=S)NCCc2ccccc2)cc1OC,-6,-3,2,0,-3,-2,13,-10,12
CCOC(=O)c1cc2sc(C)cc2n1CC(=O)N1CCOCC1,3,6,6,0,-4,-5,-9,-5,0
CC(CNC(=O)c1ccccc1[N+](=O)[O-])NC(=O)c1ccccc1[N+](=O)[O-] (stereo not drawn),2,-6,0,4,-1,7,-7,3,0

# Quoted at random: three compounds from above, in no set order.
SMILES,LYPLA2 counter,PREPL inhibitor,PAFAH1B3 FP inh,LYPLA1 counter,GSTO1 inh,ZTA DNA inh,EBNA-1 inhibitor,PAD4 inh,PAFAH2 inh
O=C(c1cc(C(=O)c2ccco2)cc(C(=O)c2ccco2)c1)c1ccco1,2,11,0,-1,4,-17,14,-1,-9
COc1ccc(C(=O)C2CCCN(S(=O)(=O)c3cccc(C)c3)C2)c(C)c1 (stereo not drawn),-2,14,3,-2,1,1,-3,4,-1
CCOC(=O)c1cc2sc(C)cc2n1CC(=O)N1CCOCC1,3,6,6,0,-4,-5,-9,-5,0

# Next entries:
SMILES,LYPLA2 counter,PREPL inhibitor,PAFAH1B3 FP inh,LYPLA1 counter,GSTO1 inh,ZTA DNA inh,EBNA-1 inhibitor,PAD4 inh,PAFAH2 inh
CCc1cc(=O)oc2c(C)c(OCC(=O)NC3CC(C)(C)NC(C)(C)C3)ccc12,-3,41,7,2,3,18,2,2,0
Cn1c(-c2ccc[nH]c2=O)nc2cc(Cl)ccc21,0,5,2,0,1,-6,-5,-4,1
COc1ccccc1N1CCNC(C)C1=O (stereo not drawn),3,2,8,-2,8,5,-2,1,-3
O=C(NC1=NCCS1)c1sc2cc(F)ccc2c1Cl,1,-21,2,-4,-6,-7,-9,-1,2
Cc1cc(C)cc(NC(=O)COC(=O)CCCNC(=O)c2ccc(Cl)cc2)c1,-1,1,-3,2,2,-10,-1,-5,23
O=C(COc1ccc(-c2nnco2)cc1)Nc1c(Cl)cccc1C(F)(F)F,10,-1,6,3,6,-5,10,4,0
Cn1c(SCc2nc(-c3ccc(Cl)cc3)no2)nnc1-c1ccco1,-2,-2,4,-1,28,-11,-9,-4,10
COc1ccc(S(=O)(=O)Nc2c(C)cccc2C)cc1-n1cnnn1,3,1,0,1,-1,-1,-1,7,0
O=c1cc(N2CCCCCC2)[nH]c(=O)n1-c1ccc(Cl)cc1,3,21,-4,-2,6,0,1,1,5
CC(C)C(OC(=O)CN1C(=O)COc2ccccc21)C(=O)NC1CCCCC1 (stereo not drawn),-6,3,-3,0,1,13,9,-4,-1
COc1ccc(CNCc2cc3c(C(C)(C)C)nn(-c4ccccc4)c3[nH]c2=O)cc1,-2,9,4,0,10,0,-7,2,4
Cc1ccccc1-c1nnc(SCC(=O)NC2CCCC2)o1,4,1,-2,2,1,-1,-12,-1,-1
COc1ccc(-n2nc3c(c2NC(=O)c2ccc(N4C(=O)CCC4=O)cc2)CSC3)cc1,-5,-3,0,-4,-13,2,3,4,2
O=C(CCNC(=O)c1ccccc1Cl)Nc1nc(-c2ccc3ccccc3c2)cs1,-18,12,0,-8,-10,-9,0,-3,-9
O=S(=O)(NCc1ccccn1)C(F)(F)F,7,4,2,4,5,-3,0,-3,-11
COc1cc(NC(=O)CSc2nnc3c(C)cc4c(C)ccc(C)c4n23)c(C(=O)O)cc1OC,5,2,4,4,2,7,3,-5,9
O=c1c2cc3c(cc2[nH]c(=S)n1C1CCN(Cc2ccccc2)CC1)OCO3,2,5,2,1,-1,28,8,4,-4
COc1ccc(-c2csc(N3C(=O)C4C5c6ccccc6C(c6ccccc65)[C@@H]4C3=O)n2)cc1 (stereo partly drawn),0,4,-5,-2,-2,0,9,-5,-4
c1ccc2c(c1)CNC1(CCCCC1)C2,-6,-14,3,-1,4,3,3,3,7
O=S(=O)(Nc1cccnc1)c1ccc(Br)c2ccccc12,-3,1,9,-1,7,6,0,-2,3
CCOC(=O)[C@@H]1[C@H]2COc3cc(OC)ccc3[C@H]2N2C(=O)N(c3ccc(Br)cc3)C(=O)[C@]12C,·,-93,14,·,·,·,·,0,-1
CC1(C)CC(N2CCN(Cc3ccccc3)CC2)=CC(=[N+]2CCCCC2)C1,-3,25,-4,-3,0,-7,-2,-1,-1
CCN(CC(=O)Nc1ccccc1C(F)(F)F)C(=O)COc1cccc2c1OC(C)(C)C2,2,4,-2,-1,7,-5,-10,0,-3
O=C(O)C(Cc1ccccc1)N1C(=O)CCC1=O (stereo not drawn),-6,0,2,1,1,13,-2,-5,4
S=C(NCC1COc2ccccc2O1)Nc1ccccc1 (stereo not drawn),4,-9,4,4,8,-10,4,-4,-2
CC(C)(C)OC(=O)C[C@H]1C/C=C\C[C@@H](CC(=O)N(CCO)Cc2ccccc2)C(=O)NCCOC1=O,·,3,11,·,·,·,·,-4,7
CCOC(=O)Nc1ccc2c(c1)Sc1ccccc1N2C(=O)CCN1CCOCC1,4,-7,4,0,-3,6,-10,-3,-3
CC(C)(O)c1ccccc1CC[C@@H](SCC1(CC(=O)O)CC1)c1cccc(/C=C/c2ccc3ccc(Cl)cc3n2)c1,-42,-17,-14,-27,-22,4,0,-3,-20
Cc1cc(SCC(=O)c2cc(C)n(C)c2C)nc2ccccc12,-5,-6,5,-4,6,15,15,-2,3
